# Nrf2 activator: activators of Nrf2 (ARE) signaling | AREc32 ARE-luciferase reporter (MCF7-derived line), luminescence, 24 h | Potency, µM (series often up to 46.1 µM), for the others: at the top dose activation, most hits filed as activators | hit rate 0.31% among 410,000; further: potency means the concentration at half of the fitted maximal effect; % of control where 0% means no effect; nearly all actives have a fitted effect of over 65% in size
#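 AREc32 cells carrying an ARE-driven firefly luciferase reporter were seeded at 1000 cells/well in OPTI-MEM with 5% FBS, then exposed to compound for 24 hr at 37 deg C. Luminescence was read with Steady-Glo after 30 min at RT.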
# pAkt inh: Akt phosphorylation inhibition. Neuro2A IGF-stimulated pAkt S473 HTRF, 20 min; hits give low values. activity change, % for hits at 50 µM. hit rate 0.32% among 360,000; in the data active means activity change below about -80%; inconclusive means mostly about -51% to -80%; further: on the % scale 0 is the no-effect control and ±100 the full control effect
#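 Neuro2A cells (4,500/well, DMEM with 0.5% FBS) were treated with compound at a single 50 µM final concentration, stimulated with 6 nM IGF for 20 min at 37 °C, and lysed. Phospho-Akt Ser473 was read by HTRF as 665/615 ratio ×10^4.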
# HepG2 viability: HepG2 cytotoxicity, counter-screen for TGF-b inhibitors; HepG2 CAGA-GFP viability, ATP luminescence, 18 h; Potency, µM (doses to about 46.1 µM), inactives show at the top dose activity change, negative = cytotoxicity, hits mostly cytotoxic; hit rate 0.76% among 410,000; AID 588856; further: potency means the concentration at half of the fitted maximal effect; some results filed as inactive show a strong effect at the top dose
#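 HepG2 CAGA-GFP cells (1000/well, DMEM with 1% FBS) received compound, then TGF-beta at 500 pg/mL final, and were incubated 18 hours at 37 degrees C. Viability was read by CellTiter-Glo luminescence. Media-only wells were set as complete cell-killing and DMSO as no toxicity.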
# Nrf2 inh: blocks Nrf2 signaling; A549 ARE-Fluc reporter, luciferase luminescence, 18-24 h; Potency, µM (titrated, usually from 46 µM), without a hit: at the top dose activity change, negative = inhibition, hits mostly inhibitors; hit rate 2.1% among 360,000; AID 504444; further: potency means the concentration at half of the fitted maximal effect; on the % scale 0 is the no-effect control and ±100 the full control effect; nearly all actives have a fitted effect of over 60% in size
#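 Nrf2 function is reported as luminescence of an ARE-controlled luciferase in A549 cells. Compounds were tested at several concentrations, and a CellTiter-Fluor read on the same wells flagged cytotoxicity.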
# A549 tox: counter-screen for Nrf2 inhibitors: cytotoxicity in A549 cells; A549 ARE-Fluc cells, CellTiter-Fluor viability, 18-24 h; Potency, µM (highest dose often 46 µM), for inactives: at the top dose activity change, negative = cytotoxicity, actives largely listed as inhibitors; hit rate 0.16% among 390,000; AID 504648; further: potency means the concentration at half of the fitted maximal effect; on the % scale 0 is the no-effect control and ±100 the full control effect
#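 A549 ARE-Fluc cells in 5% FBS OPTI-MEM, 5000 cells/well, rested 2 h then exposed to compounds in concentration-response for 18-24 h at 37 °C. Viability by CellTiter-Fluor fluorescence (Ex 405/Em 525) after 30 min; luciferase luminescence (BugLite, 15 min, RT) read afterwards.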
# CCT modulator: changes cytosolic chaperonin activity; hit rate 0.3% among 360,000; AID 651819; purified chaperonin ATPase assay, HTRF ADP detection, 30 min; activity change, % (test concentration not listed), hits read low; in the data active means activity change below about -30%; further: on the % scale 0 is the no-effect control and ±100 the full control effect
#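 TRiC (40 or 20 nM final, by batch activity) in 30 mM Tris pH 7.4, 100 mM KCl, 5 mM MgCl2, 1 mM DTT was treated with compound at 76 uM single dose, then 10 uM ATP, 30 min at 37 °C. ADP was read by HTRF Transcreener.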
# MmCpn inh: M. maripaludis TRiC chaperonin inhibition | purified Mm-Cpn ATPase, ADP Transcreener TR-FRET | AID 504842 | Potency, µM (top dose mostly 76.9 µM), for the others: at the top dose activity, negative = inhibition, hits mostly inhibitors | hit rate 0.031% among 330,000; further: potency means the concentration at half of the fitted maximal effect; on the % scale 0 is the no-effect control and ±100 the full control effect; nearly all actives have a fitted effect of over 80% in size
#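 ATPase turnover read by TR-FRET ADP competition (Eu cryptate antibody/ADP-d2, 665/590 nm): 10uM ATP final, 25nM Mm-CPN final, 30 min 37degC after 10-min compound preincubation, pH 7.4 Tris/KCl/MgCl2/DTT buffer.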
# TGFb SMAD3 inh: inhibitors of TGF-b signaling; HepG2 CAGA-GFP TGF-b/SMAD3 reporter, GFP fluorescence, 18 h; TGF-beta stimulated, 500 pg/mL final; Potency, µM (doses to about 46.1 µM), inactives show at the top dose activity, negative = inhibition, usual class: inhibitors; hit rate 1.2% among 410,000; further: potency means the concentration at half of the fitted maximal effect; on the % scale 0 is the no-effect control and ±100 the full control effect; nearly all actives have a fitted effect of over 65% in size
#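 HEPG2 CAGA-GFP, 1000 cells/well; 2 h settle, 37 C; cpd via pin tool; TGF-b 500 pg/mL final; 18 h, 37 C; GFP imaging ex488/em500-530; %Activity normalised to -TGF-b and +DMSO controls; CRC fit, curve class.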
# Abeta rescue: compounds reversing amyloid beta toxicity in yeast; yeast expressing A-beta42, growth rescue, OD600, 48 h; response scale: 0% DMSO, 100% iron-clioquinol control; Potency, µM (titrated, usually from 46.1 µM), without a hit: at the highest dose growth rescue, most hits filed as activators; hit rate 0.063% among 410,000; further: potency means the concentration at half of the fitted maximal effect; nearly all actives have a fitted effect of over 55% in size
#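 Yeast growth medium received pinned compounds, then yeast cells expressing toxic A-beta were added; plates incubated at 30 C for 48 hr. Growth read as absorbance at 600 nm, normalized to DMSO and equimolar FeCl3 plus clioquinol controls.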
# Numbers without * were called inactive; i = inactive; ? = inconclusive; . = not tested or not shown; & = joins results of further samples; [ ] = remark or other dose. Unless noted, the call rests on the fitted dose curve; in most records, active means well fitted curve in the direction sought with a large enough effect; inconclusive means small, poorly fitted or top-dose-only effect, or another doubt; inactive means no such curve, though single readings can be large; an effect the other way counts as inactive or inconclusive.
SMILES,Nrf2 activator,pAkt inh,HepG2 viability,Nrf2 inh,A549 tox,CCT modulator,MmCpn inh,TGFb SMAD3 inh,Abeta rescue
O=C(COC(=O)c1ccc(O)cc1)Nc1cc(C(F)(F)F)ccc1N1CCOCC1,-1.1%,i,-3%,-4%,0%,1.3,2%,-20%,2%
COc1ccc(C2CC2/C(=N/OC(=O)c2cccs2)c2ccccc2)cc1 (centres undefined),4.0%,i,-10%,.,11%,-0.4,1%,-1%,7%
Cc1ccc(N2C(=O)N(CC(=O)Nc3ccc(C)c(C)c3[N+](=O)[O-])C(=O)C2C)cc1 (centres undefined),2.1%,i,2%,-10%,-3%,-0.8,-2%,8%,-4%
Cc1csc(NC(=O)CSc2nnc(C)s2)n1,0.0%,.,4%,25%,-4%,-1.2,2%,-1%,5%
NS(=O)(=O)c1ccc2ccccc2c1,0.0%,i,-13%,-18%,5%,-2.9,5%,-11%,-4%
O=C1CN(C(=O)C2CCCCC2)C(c2ccccc2)c2cc(F)ccc2N1 (centres undefined),0.7%,.,-19%,-14%[9.27 µM],1%,.,.,-21%,-1%
CCN(CCCNC(=O)c1cc2cc3ccc(OC)cc3nc2s1)c1ccccc1,4.8%,.,-20%,?,?,.,-2%,0%,-17%
O=C(Nc1ccc(F)cc1)N1CCN(c2ccccc2F)CC1,-0.3%,.,-21%,?,2%,.,.,-9%,2%
CCN(CC)S(=O)(=O)c1cc([N+](=O)[O-])ccc1NNC(=O)Nc1ccc(Cl)c(Cl)c1,2.6%,i,-3%,?,?,-13,1%,7.1µM*,6%
OCCN(Cc1ccccc1)Cc1ccc(F)c(F)c1,-1.1%,i,2%,-3%,2%,-0.7,-1%,-4%,6%
c1csc(-c2csc3ncnc(NCCCN4CCOCC4)c23)c1,1.8%,.,5%,.,-2%,-0.2,-1%,-4%,14%
COc1ccc(-n2c(SCc3nnc(-c4ccccc4)o3)nnc2-c2ccccc2)cc1,3.6%,i,-21%,1%,-1%,-0.7,1%,-9%,-1%
CC(=O)Nc1cccc(OCc2ccc(F)cc2)c1,4.3%,i,2%,14%,1%,0.3,1%,4%,1%
COc1ccc(/C=N/n2c(C)nc3ccccc3c2=O)cc1OC,0.2%,i,-25%,2%,-6%,-0.2,0%,?,-15%
CC(C)c1ccc(NC(=O)N2CCN(S(=O)(=O)c3ccccc3)CC2)cc1,-0.1%[9.22 µM],i,-2%,?,-2%,-0.8,1%,13%,-8%
O=C(Cc1ccc(Cl)cc1)Nc1ncccn1,-0.4%,i,-4%,-9%,4%,-0.8,3%,5%,8%
Cc1cccc(N(C(=O)CCC(=O)Nc2cc(C)on2)C(C(=O)NC2CCCC2)c2ccncc2)c1 (centres undefined),0.2%,i,-1%,1%,1%,0.9,2%,1%,-5%
CCc1cc2c(=O)n(-c3ccccc3)c(=S)[nH]c2s1,-0.4%,i,-21%,11%,4%,-4.4,-3%,-5%,9%
CN(c1cccc2cccnc12)S(=O)(=O)c1ccccc1,-0.5%,i,-7%,9%&23%,-3%&12%,-1.1,1%,6%,8%
CCOC(=O)N1CCC(NC(=O)c2ccc3c(c2)N(Cc2cc(C)ccc2C)C(=O)c2ccccc2S3=O)CC1 (centres undefined),-0.3%,.,-19%,-25%,-6%,.,.,?,-8%

# Quoted at random: 4 records from the list.
SMILES,Nrf2 activator,pAkt inh,HepG2 viability,Nrf2 inh,A549 tox,CCT modulator,MmCpn inh,TGFb SMAD3 inh,Abeta rescue
Cc1cccc(N(C(=O)CCC(=O)Nc2cc(C)on2)C(C(=O)NC2CCCC2)c2ccncc2)c1 (centres undefined),0.2%,i,-1%,1%,1%,0.9,2%,1%,-5%
O=C(COC(=O)c1ccc(O)cc1)Nc1cc(C(F)(F)F)ccc1N1CCOCC1,-1.1%,i,-3%,-4%,0%,1.3,2%,-20%,2%
NS(=O)(=O)c1ccc2ccccc2c1,0.0%,i,-13%,-18%,5%,-2.9,5%,-11%,-4%
COc1ccc(-n2c(SCc3nnc(-c4ccccc4)o3)nnc2-c2ccccc2)cc1,3.6%,i,-21%,1%,-1%,-0.7,1%,-9%,-1%

# The list goes on.
SMILES,Nrf2 activator,pAkt inh,HepG2 viability,Nrf2 inh,A549 tox,CCT modulator,MmCpn inh,TGFb SMAD3 inh,Abeta rescue
C[N+]12CCCCC1[C@@H](CO)CCC2 (some centres undefined),0.3%,i,10%,-6%,9%,-2.5,2%,13%,-11%
CCN(CC)C(=O)CSc1nnc([C@@H](NC(=O)OC(C)(C)C)C(C)C)o1,0.2%,i,2%,?,.,-3.8,-1%,-18%,-16%
Cc1cc(C)c2c(=O)[nH]n(C3CC(C)N(C)CC3C)c2n1 (centres undefined),0.2%,i,0%,1%,-3%,-1.5,0%,14%,-13%
COCCN(CC(=O)Nc1cccc(C)c1C)C(=O)Cc1ccsc1,-0.1%,i,-5%,10%,3%,0.0,2%,5%,-5%
CC(C)(C)C1CCC(C(=O)NCC(c2cccs2)N2CCOCC2)CC1 (centres undefined),-0.7%,i,-20%,?,2%,-1.8,-1%,-15%,29%
CN(C)c1c(F)cc(C(=O)NCc2ccccc2)cc1F,0.2%,i,11%,11%,5%,-0.3,-1%,6%,18%
O=C(NCCN1CCCCCC1)C1CCCN1S(=O)(=O)c1cccc2nsnc12 (centres undefined),-0.5%,i,-1%,-3%,0%,-0.3,1%,0%,0%
CCCOC(=O)c1ccc(-c2ccc(C=O)o2)cc1,4.1%,i,-23%,?,-9%,-2.4,3%,-11%,-8%
CCOC(=O)C1(C)CCN1C(=O)c1oc2ccccc2c1C (centres undefined),4.0%,i,-17%,.,.,1.8,.,6%,-6%
O=C(CCc1c[nH]c2ccccc12)N1CCN(S(=O)(=O)c2ccccc2)CC1,-0.7%,i,-15%,-3%,1%,-4.4,0%,-2%,9%
COc1ccc(N(C(=O)c2cc(OC)c(OC)c(OC)c2)S(=O)(=O)c2ccc(C)cc2)cc1,2.8%,.,-40%,?,1%,.,.,3%,-16%
CC(C)C[C@H]1CNC(=O)C(=O)N1C[C@@H]1CCCN1C[C@H](Cc1ccccc1)N1C[C@H](Cc2ccccc2)N(CC2CCCCC2)C(=O)C1=O,5.7%,i,.,.,.,-1.3,.,.,3%
Cc1c(/C=N\NC(=O)c2cc3ccccc3o2)c2ccccc2n1C,-1.1%,i,-1%,-19%,?,0.3,0%,?,3%
COc1ccc(N2CCN(CCNC(=O)c3c(C)cc(=O)oc3C)CC2)cc1,-0.1%,i,-11%,8%,?,-0.2,-1%,-4%,-7%
COC(=O)c1ccc(S(=O)(=O)NCc2ccc(OC)cc2)n1C,0.1%,i,5%,-20%,4%,0.2,1%,-9%,2%
Cc1ccc([C@@H]2CC=C(C(=O)O)[C@H](c3ccc(F)cc3)N2S(=O)(=O)c2ccc(C)cc2)cc1,0.1%,i,-15%,-29%,-14%,0.0,1%,-9%,-39%[inhibitor]
CCc1nc2ccc(C(=O)NCCC(C)C)cn2c1N(C)Cc1nccs1,3.5%[9.22 µM],i,-30%,.,.,-1.0,.,-5%,13%
COc1ccc(OC)c(NC(=O)C2C3CC4OC(=O)C2C4C3)c1 (centres undefined),0.5%,i,2%,17%,-3%,-12,1%,4%,-7%
Cc1cccc(C(=O)N[C@H](C(=O)NCc2cccs2)C(C)C)c1,-0.7%,i,1%,-15%,1%,0.8,0%,-8%,-9%
CC(CN1CCOCC1)OC(=O)c1cccs1 (centres undefined),-0.5%,i,-50%,1%,1%,0.2,-19%,-1%,0%
COc1ccc(C2=C(N3CCN(c4cccc(C)c4C)CC3)c3ccccc3C2=O)cc1,-0.1%,.,-5%,-4%,?,.,.,0%,-8%
CC(=O)Nc1c(C(=O)N2CCOCC2)sc2nc3c(cc12)COC(C)(C)C3,2.5%,.,2%,4%,-4%,-0.8,-5%,-20%,-5%
CN(Cc1c(C(=O)N2CCCCCCC2)nc2ccc(Cl)cn12)C1CCOC1 (centres undefined),-1.1%,i,-7%,3%,-3%,-1.2,2%,-12%,-5%
CCn1c(=O)c2cc(C(=O)N3CCN(C)CC3)sc2c2ccccc21,3.5%,i,-29%,-24%,1%,-0.8,-2%,7%,0%
Cn1cnnc1SCC(=O)Nc1ccccc1,-1.6%,i,3%,3%,-4%,-0.6,1%,-2%,12%
Cc1ccc(-n2ncc3c2CC(C)(C)CC3NC(=O)c2ccc[n+]([O-])c2)cc1 (centres undefined),0.4%,i,-12%,-4%,-1%,-3.8,-1%,-5%,3%
COc1cccc(NC(=O)c2c(F)cccc2F)c1,-0.9%,i,36%,21%,-3%,-1.3,-1%,1%,-4%
COCCNc1nc(C)cc(-c2cc(C(=O)NC3CCCC3)on2)n1,-0.9%,i,0%,2%,7%,-1.7,1%,?,0%
COC(=O)NC1c2ccccc2Oc2ccc(C)cc21 (centres undefined),-0.4%,i,-1%,-12%,9%,-0.7,-1%,-6%,0%
C=CCSc1nc2c(cnn2-c2ccc(C)c(C)c2)c(=O)[nH]1,3.0%,i,-3%,-9%,3%,0.9,2%,3%,2%
O=C1CN(C(=O)COC(=O)C2=COCCO2)c2ccccc2N1,-0.3%,i,-24%,4%,-2%,0.4,1%,-15%,1%
COc1ccc(CCN2CC(C(=O)OCC(=O)NCc3ccccc3Cl)CC2=O)cc1OC (centres undefined),-0.3%,i,3%,4%,-2%,0.5,.,0%,1%
O=C(CCN1CCC2CCC(C2)C1)c1ccc(F)cc1 (centres undefined),0.3%,i,6%,9%,-17%,0.9,.,-8%,16%
